TDP1 inh: blocks human tyrosyl-DNA phosphodiesterase 1. Q9NUW8. recombinant TDP1, AlphaScreen DNA substrate cleavage. Potency, µM (series often up to 130 µM), for inactives: at the top dose activity change, negative = inhibition, actives largely listed as inhibitors. hit rate 0.28% among 350,000. AID 485290; also: nearly all actives have a fitted effect of over 40% in size
Target sequence (Q9NUW8 whole entry, looked up): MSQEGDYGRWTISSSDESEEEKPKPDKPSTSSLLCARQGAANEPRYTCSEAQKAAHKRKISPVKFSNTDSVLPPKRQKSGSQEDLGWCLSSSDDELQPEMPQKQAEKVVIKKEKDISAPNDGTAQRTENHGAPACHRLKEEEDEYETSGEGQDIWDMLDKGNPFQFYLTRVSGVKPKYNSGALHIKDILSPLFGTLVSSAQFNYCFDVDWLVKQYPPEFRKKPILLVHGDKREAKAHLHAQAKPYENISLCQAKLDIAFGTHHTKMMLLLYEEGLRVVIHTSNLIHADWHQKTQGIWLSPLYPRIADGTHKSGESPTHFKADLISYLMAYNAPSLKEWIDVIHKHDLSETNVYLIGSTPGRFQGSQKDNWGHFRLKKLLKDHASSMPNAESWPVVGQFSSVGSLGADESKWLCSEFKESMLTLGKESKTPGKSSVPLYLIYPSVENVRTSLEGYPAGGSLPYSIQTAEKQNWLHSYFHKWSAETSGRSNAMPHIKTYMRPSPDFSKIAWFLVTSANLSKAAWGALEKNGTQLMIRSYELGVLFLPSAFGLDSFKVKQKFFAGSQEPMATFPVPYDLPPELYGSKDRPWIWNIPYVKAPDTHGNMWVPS
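Recombinant human Tdp1 (E. coli-expressed, 1 nM final) preincubated with compounds 15 min at room temperature, then 5'-biotin/3'-phosphotyrosine-FITC DNA substrate (15 nM final) added for 5 min. AlphaScreen beads (10 ug/ml final) added 10 min; cleavage lowers signal.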
DT40 TDP1 no CPT: qHTS for Inhibitors of human tyrosyl-DNA phosphodiesterase 1 (TDP1): qHTS in cells in absence of CPT; DT40 Tdp1-/- hTDP1 cells, no CPT, ATP luminescence, 48 h; Potency, µM (top dose mostly 46.2 µM), for inactives: top-dose activity change, negative = growth inhibition, actives largely listed as inhibitors; hit rate 15% among 420,000; AID 686978, 2013; also: nearly all actives have a fitted effect of over 55% in size
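Stably hTDP1-transfected Tdp1-null chicken DT40 cells were treated with library compounds minus camptothecin and grown for at least 48 hr at 37 °C, after which cellular ATP was quantified by luminescence.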
TDP1 cell CPT: growth inhibition of DT40 Tdp1-/-;hTDP1 cells with camptothecin (screen for TDP1 inhibitors). chicken DT40 Tdp1-/-;hTDP1 cells + 20 nM CPT, ATP luminescence, 48 h. Potency, µM (series often up to 46.2 µM), for the others: at the highest dose activity change, negative = growth inhibition, actives largely listed as inhibitors. hit rate 12% among 420,000. AID 686979; also: nearly all actives have a fitted effect of over 55% in size
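Cell growth measured by CellTiter-Glo luminescence after a minimum 48 h, 37 C compound exposure with 20 nM CPT in Tdp1-knockout DT40 cells stably expressing hTDP1, seeded 400/well; qHTS titration format.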
Active calls of the source: *; ? = inconclusive; . = no result given; & = joins results of further samples; [ ] = remark or other dose. Calls follow the shape of the dose curve; as a rule, active = well fitted curve in the direction sought with a large enough effect; inconclusive = small, poorly fitted or top-dose-only effect, or another doubt; inactive = no such curve, though single readings can be large; an effect the other way counts as inactive or inconclusive. % is scaled to controls: 0 for no effect and ±100 for the full control effect; potency is read from the fitted curve at half-maximal effect.

The line under a structure holds: TDP1 inh, DT40 TDP1 no CPT, TDP1 cell CPT
- O=C(O)CSc1nc2c(c(=O)[nH]1)CCCC2
  3%, -1%, -4%
- C/C(=N\O)c1ncc(C(F)(F)F)cc1Cl
  3%, -4%, 4%
- Cc1cc(C)c(N2C(=NC(=O)CCCC(=O)O)SC3CS(=O)(=O)CC32)c(C)c1 (stereo not given)
  -3%, -15%, ?
- CCc1ccc(NC(=O)Cn2c(=O)c(CNc3ccccc3)cc3cc(OC)c(OC)cc32)cc1
  3%, ?, ?
- S=c1[nH]ncn1NCc1cccc(Br)c1
  ., -2%, 1%
- CCOC(=O)c1c(CC(C)C)csc1NC(=O)COC(=O)c1cc(OC)c(OC)cc1[N+](=O)[O-]
  3%, 5.8µM*, 12µM*
- CCN(CC(=O)Nc1c(F)cccc1F)C(=O)C1CC(=O)N(CCc2ccc(OC)c(OC)c2)C1 (stereo not given)
  1%, -1%, -1%
- COC(=O)c1ccc(NC(=O)C(C)Oc2ccccc2)cc1 (stereo not given)
  1%, ?, -8%
- CC(C)(C)c1cc(CCC(=O)NNC(=S)NC(=O)c2ccccc2)cc(C(C)(C)C)c1O
  9%, 3.7µM*, 4.1µM*
- O=C(NCCc1ccc(Cl)cc1)c1ccc(Br)s1
  3%[56.1 µM], -8%, -13%
- N#CC1=C(S)N(c2ccccc2)C2(CCCCC2)NC1=O
  5%, ?, 0%
- COc1ccc(C)cc1NC(=O)c1ccccc1NS(=O)(=O)c1ccc(Cl)s1
  2%, 6.5µM*, 8.2µM*
- COc1ccc(N2CCN(S(=O)(=O)CCNC(=O)C(C)Oc3ccccc3)CC2)cc1 (stereo not given)
  2%, ?, ?
- Cc1ccc(C(C)C)c(O)c1
  4%, -2%&4%, 6%&1%
- CCCn1c(C)cc(/C=C(\C#N)C(=O)OCC(=O)Nc2cccc(S(N)(=O)=O)c2)c1C
  1%, ?, -29%
- O=C1c2ccccc2C(=O)C1c1cc2ccccc2cn1
  -18%, 7.1µM*, 1.8µM*
- CC(C)[C@H](NC(=O)c1ccccc1Cl)C(=O)Nc1ccc(S(=O)(=O)Nc2nccs2)cc1
  2%, -2%, 1%
- CC(C)Oc1cccc(-c2cc(C(=O)NC(=S)N(C)c3ccccc3C(=O)O)c3ccccc3n2)c1
  0%, -25%, -28%
- Cc1nnc(SCC(=O)Nc2cc(S(=O)(=O)N3CCCC3)ccc2Cl)s1
  ., -24%, 0%
- Cc1ccc(S(=O)(=O)Nc2ccc3c(c2)CC(=O)N([C@H](C)CO)C[C@H](C)[C@H](CN(C)Cc2ccc4c(c2)OCO4)O3)cc1
  2%, 18µM*, 21µM*

The results go on.
The line under a structure holds: TDP1 inh, DT40 TDP1 no CPT, TDP1 cell CPT
- Cc1ccccc1NCC(=O)c1ccc(Br)cc1
  9%, ?, ?
- O=C(Nc1cc(-c2nc3cc(Cl)ccc3o2)ccc1Cl)c1cccc2ccccc12
  5%, -7%, 1%
- O=C(NC1CCCCCC1)c1cc2n(n1)C(C(F)(F)F)CC(c1ccco1)N2 (stereo not given)
  -3%, ?, ?
- COC(=O)C1=C(C)NC(=O)NC1c1cccc(OC)c1OCc1ccccc1 (stereo not given)
  2%, ?, ?
- Cc1cc(C)c(C)c(OCc2nc(-c3cccnc3)no2)c1
  3%, -7%, -13%
- CN(CC(=O)Nc1cccc2c1CCCC2)S(=O)(=O)c1ccc(Br)cc1
  -4%, ?, ?
- COc1cccc(OC)c1C(=O)N1CCN(Cc2ccccc2C)CC1
  -6%, ?, -17%
- CCc1ccc(C2CC(=O)N(c3cccc(C(F)(F)F)c3)C3=C2C(=O)OC3)cc1 (stereo not given)
  1%, -6%, 8%
- O=C(O)CC1S/C(=N\N=C/c2ccccc2)N(c2ccc(O)cc2)C1=O (stereo not given)
  3%, -2%, -2%
- Cc1cc(NC(=O)/C=C/c2ccc(F)cc2)n(-c2nc3ccccc3[nH]2)n1
  5%, 15µM*, ?
- O=C(NNC(=S)NCc1ccc(Cl)cc1)c1ccc(Br)o1
  5%, -1%, -1%
- CCOC(=O)C1=C(CCc2ccccc2)NC(=O)NC1c1ccc(C#N)cc1 (stereo not given)
  ., ?, ?
- O=C(CSc1nnc(CNC(=O)c2cccs2)o1)c1ccccc1
  5%, ?, -26%
- CCC(C)[C@H](NC(=O)NCCCOC(C)C)C(=O)OC (stereo not given in full)
  0%, 13%, 0%
- c1ccc(CSC2=NCCS2)cc1
  -2%, -20%, 0%
- Cc1c([N+](=O)[O-])cc(C(=O)N2CCOCC2)cc1[N+](=O)[O-]
  2%, -6%, -11%
- O=C(c1ccc(-c2ccccc2Cl)o1)N1CCC1
  4%, ?, 0%
- CCC(=O)Nc1ccc(NCc2cccs2)cc1
  3%, -13%, 12%
- COc1ccc(CCCc2nnc(SCC(=O)Nc3cc(C)c(C)cc3Br)o2)cc1
  0%, ?, -19%
- O=C(Nc1ccc(F)cc1F)NC1CCN(Cc2c(F)cccc2Cl)CC1
  -2%, 21µM*, ?

The list continues:
The line under a structure holds: TDP1 inh, DT40 TDP1 no CPT, TDP1 cell CPT
- COc1ccc(-n2c(O)c(C=NC3CC3)c(=O)[nH]c2=O)cc1
  0%, -7%, 0%
- CC(=O)Oc1ccccc1C1OC(=O)c2ccccc2N1C(C)=O (stereo not given)
  0%, -5%, -22%
- COc1cc(C)c(S(=O)(=O)n2nnc3ccccc32)cc1C
  0%, -7%, -3%
- CN(C)C(CNC(=O)CNC(=O)c1ccc(Br)cc1)c1ccccc1 (stereo not given)
  6%, -27%, 3%
- COc1ccc(CNC(=O)c2cc(-c3cc(C)ccc3O)n[nH]2)cc1
  ., ?, ?
- Cc1sc2c(c1C)c(=O)nc1scc(CC(=O)O)n12
  7%, 5%, 6%
- COc1ccc(-n2c(SC)nc(O)cc2=O)cc1
  -4%, -10%, 3%
- CCN(CC)CCNC(=O)CCn1c(=S)[nH]c2cc3c(cc2c1=O)OCO3
  5%, -10%, 0%
- Cc1sc2ncn(CC(=O)NCc3ccccc3)c(=O)c2c1C
  ., ?, ?
- C[C@H](NC(=O)c1[nH]cnc1C(=O)Nc1ccc(Cl)cc1)c1ccccc1
  -1%, ?, ?
- COCCN(CCOC)S(=O)(=O)c1ccc(C(=O)Nc2sc3c(c2C(N)=O)CCCCC3)cc1
  0%, ?, -28%
- O=C(/C=C/c1ccccc1Cl)Nc1ccc(-c2nnc3n2CCCCC3)cc1
  3%, -8%, 15%
- Cn1c(CCCOc2ccc(Cl)cc2Cl)n[nH]c1=S
  0%, ?, ?
- COc1ccc(C(=O)NCCN2C(=O)S/C(=C\c3cccnc3)C2=O)c(OC)c1OC
  6%, ?, ?
- O=c1c2[nH]c3ccc(F)cc3c2ncn1CCN1CCN(Cc2ccccc2)CC1
  5%, -15%, 8%
- Cc1cccn2c(=O)c3cc(C#N)c(=NC(=O)c4ccccc4)n(Cc4ccco4)c3nc12
  ., 18µM*, 18µM*
- CCCCn1nnnc1C(c1ccccc1)N1CCCN(Cc2ccc(F)cc2)CC1 (stereo not given)
  ., ?, ?
- CCOc1cc(C)nc(N2CCN(C3CCCCC3)CC2)n1
  7%, -16%, -44%
- COc1ccccc1CN(C)C(=O)c1sccc1-c1ccccc1
  -5%, ?, ?
- COc1cc(O)oc1C=Nc1ccccc1
  0%, -16%, -23%

Additional results follow:
The line under a structure holds: TDP1 inh, DT40 TDP1 no CPT, TDP1 cell CPT
- CCC(=O)N1c2ccccc2CC1C(=O)NCCc1ccccc1C (stereo not given)
  -4%, -21%, ?
- CN(C)c1ccc(/C=N/N2CCN(c3ccccn3)CC2)cc1
  7%, -14%, -1%
- CCNS(=O)(=O)c1ccc(CCC(=O)NCc2ccccc2)cc1
  -8%, -4%, -6%
- O=C(c1cccc(F)c1)N1CCC2(CCCN(Cc3cc(C(F)(F)F)cc(C(F)(F)F)c3)C2)CC1
  ., ?, -11%
- COc1cc(CN2C(=O)C(NC(=O)c3ccco3)(C(F)(F)F)C3=C2CC(C)(C)CC3=O)cc(OC)c1 (stereo not given)
  4%, ?, -23%
- CCCN(C(=O)Cn1cc(S(=O)(=O)N2CCN(c3ccccc3F)CC2)c2ccccc2c1=O)c1cccc(C)c1
  8%, 18µM*, ?
- Cc1ccc(C[n+]2cccc(-c3ccccc3)c2)c(C)c1
  5%, 0.73µM*, 1.2µM*
- CSCCC(NS(=O)(=O)c1ccc(Cl)cc1)C(=O)OCC(=O)N1CCCc2ccccc21 (stereo not given)
  3%, 18µM*, 23µM*
- CCOc1ccc(C(F)(F)F)cc1NC(=O)COc1ccc(C(F)(F)F)cc1[N+](=O)[O-]
  3%, 12%, -24%
- CCCCNC(=S)Nc1ccc2nc(N3CCN(CC)CC3)cc(C)c2c1
  ., 23µM*, 23µM*
- CCCn1c(NC(=O)c2cccc(C)c2C)nc2ccccc21
  5%, 15µM*, 13µM*
- COc1ccc(C(=O)Cn2nc(CNc3ccc(Br)cc3)[n+]3c2CCCCC3)cc1
  0%, 2.6µM*, 3.7µM*
- Cc1cc(C(=O)COC(=O)c2ccc(N)c([N+](=O)[O-])c2)c(C)n1Cc1ccc2c(c1)OCO2
  ., ?, ?
- Cc1ccc(CNC(=O)c2ccc(S(=O)(=O)N(C)C)cc2)n1C
  6%[0.0935 µM], -13%, -29%
- Cc1c(S(=O)(=O)c2cccc(Cl)c2)nnn1-c1cccc(C(F)(F)F)c1
  0%, ?, ?
- CCOC(=O)CC/C(=N\NC(N)=O)c1ccc(OC)c(Cl)c1
  -1%, 7%, 9%
- COC(=O)C1=C(C)N(Cc2ccc(OC)cc2)C(=O)/C1=C\c1ccco1
  6%, 16µM*, 26µM*
- COc1cccc(NC(=O)N2C3CCCC2CC(NC(C)=O)C3)c1 (stereo not given)
  ., 23%, -14%
- O=C(NC1CC(=O)N(c2ccc(F)cc2)C1)c1cccs1 (stereo not given)
  0%, -16%, -8%
- CC1(C)CC(NC(=O)COc2cc3oc(=O)c4c(c3cc2Cl)CCC4)CC(C)(C)N1
  -3%, -23%, ?

Next section (three carried over from the part before).
The line under a structure holds: TDP1 inh, DT40 TDP1 no CPT, TDP1 cell CPT
- COc1cccc(NC(=O)N2C3CCCC2CC(NC(C)=O)C3)c1 (stereo not given)
  ., 23%, -14%
- O=C(NC1CC(=O)N(c2ccc(F)cc2)C1)c1cccs1 (stereo not given)
  0%, -16%, -8%
- CC1(C)CC(NC(=O)COc2cc3oc(=O)c4c(c3cc2Cl)CCC4)CC(C)(C)N1
  -3%, -23%, ?
- Cc1ccc(N2CC(C)Cn3c2nc2c3c(=O)[nH]c(=O)n2C)cc1 (stereo not given)
  ., -12%, -26%
- Cc1cc(Cl)c(S(=O)(=O)NC2CCCCC2)cc1OCC(=O)Nc1nncs1
  -3%, 23µM*, 26µM*
- COc1cc(C2C3=C(COC3=O)OC(C)(C)Oc3cc4c(cc32)OCO4)cc(OC)c1OC (stereo not given)
  ., 0.73µM*, 1µM*
- CC(C)C(=O)Nc1nnc(SCc2cc(=O)n3ccccc3n2)s1
  5%, -20%, ?
- CCC(C(=O)NCc1ccccc1)n1c(CSCCOc2ccccc2)nc2ccccc21 (stereo not given)
  ., ?, 23µM*
- CC(C)COc1ccc(-c2nn(-c3ccccc3)cc2CO)cc1
  ., ?, 21µM*
- Cc1ccc2nc3c(cc(C#N)c(=O)n3-c3nccs3)c(=O)n2c1
  -9%, -19%, -19%
- CC1C(=O)N2CCCc3cc(NS(C)(=O)=O)cc1c32 (stereo not given)
  1%, ?, -1%
- COc1ccc(CNC(=O)CCCc2nnc3n(C(C)C)c(=O)c4sccc4n23)cc1
  5%, ?, -29%
- COc1ccc(NC(=O)CCNS(=O)(=O)c2cccc3nsnc23)cc1Cl
  3%, -30%, 0%
- O=C1CSc2ccc(C(=O)O)cc2N1
  -5%, -17%, -18%
- Cc1cc(Br)cc2cn[nH]c12
  -10%, -10%, 4%
- N#CC1=C(N)Oc2n[nH]c(-c3cccs3)c2C1c1cccnc1 (stereo not given)
  10%, -18%, ?

Of the compounds above, these contain a nitro group on carbon:
The line under a structure holds: TDP1 inh, DT40 TDP1 no CPT, TDP1 cell CPT
- CCOC(=O)c1c(CC(C)C)csc1NC(=O)COC(=O)c1cc(OC)c(OC)cc1[N+](=O)[O-]
  3%, 5.8µM*, 12µM*
- Cc1c([N+](=O)[O-])cc(C(=O)N2CCOCC2)cc1[N+](=O)[O-]
  2%, -6%, -11%
- CCOc1ccc(C(F)(F)F)cc1NC(=O)COc1ccc(C(F)(F)F)cc1[N+](=O)[O-]
  3%, 12%, -24%
- Cc1cc(C(=O)COC(=O)c2ccc(N)c([N+](=O)[O-])c2)c(C)n1Cc1ccc2c(c1)OCO2
  ., ?, ?
